Screening results deposited in PubChem BioAssay by National Center for Advancing Translational Sciences (NCATS).
POLB inh = inhibitors of human DNA polymerase beta; P06746; Pol beta primer extension/strand displacement, fluorescence kinetic; Potency, µM (series often up to 114 µM), for the others: at the highest dose activity change, negative = inhibition, actives largely listed as inhibitors; 340,000 compounds, 1.3% hits; note: potency is the fitted concentration of half-maximal effect; % is set by controls: 0 for no effect and ±100 for the full control effect
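Reaction started by 50 nM substrate onto compound-treated Pol beta (10 nM, 15 min preincubation, room temperature); plates read at 0 min and 10 min. Normalized concentration-effect data fitted by four-parameter Hill equation.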
POLH inh = DNA polymerase eta (human) inhibition; Potency, µM (series often up to 114 µM), inactives show at the top dose activity change, negative = inhibition, hits mostly inhibitors; recombinant Pol eta, fluorescent DNA replication assay; 390,000 compounds, 1.2% hits; AID 588591; Q9Y253; note: potency is the fitted concentration of half-maximal effect; % is set by controls: 0 for no effect and ±100 for the full control effect
Target sequence (Q9Y253 whole entry, looked up): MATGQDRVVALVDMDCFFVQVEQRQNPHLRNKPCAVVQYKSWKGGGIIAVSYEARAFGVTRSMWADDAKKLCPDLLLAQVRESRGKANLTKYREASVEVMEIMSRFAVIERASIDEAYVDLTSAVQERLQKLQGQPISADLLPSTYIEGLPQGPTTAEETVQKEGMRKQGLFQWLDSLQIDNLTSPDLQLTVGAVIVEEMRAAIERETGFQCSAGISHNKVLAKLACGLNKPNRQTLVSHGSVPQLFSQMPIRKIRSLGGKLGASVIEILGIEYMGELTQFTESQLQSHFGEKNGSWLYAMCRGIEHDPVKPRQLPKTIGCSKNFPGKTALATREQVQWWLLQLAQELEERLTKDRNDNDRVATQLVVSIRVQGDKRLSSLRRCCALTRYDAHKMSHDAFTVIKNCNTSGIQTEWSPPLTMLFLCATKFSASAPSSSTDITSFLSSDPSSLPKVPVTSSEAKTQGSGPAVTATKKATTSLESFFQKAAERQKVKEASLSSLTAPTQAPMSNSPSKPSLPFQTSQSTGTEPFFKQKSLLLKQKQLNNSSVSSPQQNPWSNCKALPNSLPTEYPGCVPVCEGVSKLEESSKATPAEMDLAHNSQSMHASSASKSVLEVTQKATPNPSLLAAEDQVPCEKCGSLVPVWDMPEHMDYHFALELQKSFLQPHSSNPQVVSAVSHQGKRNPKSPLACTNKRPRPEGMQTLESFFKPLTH
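Pol eta at 10 nM preincubated with compounds 15 min at room temperature; reaction started with fluorescent substrate (50 nM final) and read kinetically at 0 and 10 min.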
RXFP1 antagonist = blocks the human relaxin receptor RXFP1; Q9HBX9; HEK293-RXFP1, relaxin-stimulated cAMP HTRF, 30 min; hits give low values; activity change, negative = inhibition, % at 57.5 µM; 350,000 compounds, 0.59% hits; AID 1259400;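 active = activity change of -60% or lower, but not beyond a set lower limit; inconclusive = change between -60% and -40%, or beyond the set limit; inactive = change above -40%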; note: % is set by controls: 0 for no effect and ±100 for the full control effect
Pol iota inh = DNA polymerase iota (human) inhibition; Pol iota fluorescent replication assay, 10 min; Potency, µM (doses to about 115 µM), for inactives: top-dose activity, negative = inhibition, usual class: inhibitors; 390,000 compounds, 1% hits; AID 588590; note: potency is the fitted concentration of half-maximal effect
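Pol iota at 10 nM preincubated 15 min with compounds at room temperature; reaction started with fluorescent substrate, 50 nM final. Fluorescence read kinetically at 0 and 10 min; buffer-only wells as negative control.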
Tb PGK inh = blocks T. brucei phosphoglycerate kinase. PGK/GAPDH coupled, Kinase-Glo luminescence, 60 min. Potency, µM (top dose mostly 57.5 µM), inactives show top-dose activity change, negative = inhibition, hits mostly inhibitors. 380,000 compounds, 0.043% hits. AID 602233; note: potency is the fitted concentration of half-maximal effect; % is set by controls: 0 for no effect and ±100 for the full control effect; nearly all actives have a fitted effect of over 60% in size
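Luminescent ATP detection (Kinase-Glo Plus) follows a 60-minute room-temperature incubation, with wells lacking PGK as controls. Buffer: 100 mM TEA (pH 7.6), 5 mM MgCl2, 0.01% Tween-20. Coupling enzyme GAPDH (100 nM final) supplies unstable 1,3-BPG in-well.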
Anesthetic bind = binds horse apoferritin like a general anesthetic; P02791; apoferritin/1-aminoanthracene competitive binding, fluorescence; Potency, µM (highest dose often 77.5 µM), for the others: top-dose activity change, negative = displacement, most hits filed as inhibitors; 350,000 compounds, 0.074% hits; AID 485281; note: potency is the fitted concentration of half-maximal effect; % is set by controls: 0 for no effect and ±100 for the full control effect; nearly all actives have a fitted effect of over 20% in size
Target sequence (P02791 2-175 limits assumed): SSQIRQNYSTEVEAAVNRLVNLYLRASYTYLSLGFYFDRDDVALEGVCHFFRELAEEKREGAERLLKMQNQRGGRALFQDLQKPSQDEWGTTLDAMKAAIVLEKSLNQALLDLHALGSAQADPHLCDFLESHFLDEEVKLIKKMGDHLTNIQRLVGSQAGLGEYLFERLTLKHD
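Read-out: endpoint 1-AMA fluorescence, excitation 380 nm and emission 535 nm, after compounds sit 10 min at room temperature with 10 uM horse-spleen apoferritin in 50% saturated 1-AMA/PBS. Values come from four-parameter Hill fits.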
APE1 inh = APE1 (human) endonuclease inhibition | P27695 | recombinant APE1, TAMRA/BHQ-2 abasic DNA cleavage fluorescence | Potency, µM (titrated, usually from 65.8 µM), for the others: at the top dose activity change, negative = inhibition, hits mostly inhibitors | 350,000 compounds, 0.35% hits;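 note: potency is the fitted concentration of half-maximal effect; plate controls were vehicle for no effect and reference inhibitor for full effect; nearly all actives have a fitted effect of over 55% in size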
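Activity was derived from the fluorescence gain between first and third kinetic reads (60 s intervals, ex 525/em 598 nm) after 50 nM THF-abasic TAMRA/BHQ-2 duplex was added to 0.75 nM APE1 preincubated 15 min with compound.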
BLM helicase inh = inhibitors of human Bloom syndrome helicase BLM; recombinant BLM DNA unwinding, fluorescence dequenching; Potency, µM (top dose mostly 56.1 µM), for inactives: top-dose activity change, negative = inhibition, actives largely listed as inhibitors; 350,000 compounds, 0.2% hits; AID 2528;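 note: potency is the fitted concentration of half-maximal effect; plate controls were vehicle for no effect and no enzyme for full effect; nearly all actives have a fitted effect of over 35% in size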
Pol kappa inh = DNA polymerase kappa (human) inhibition. purified Pol kappa, fluorescent DNA synthesis assay, 10 min. Potency, µM (series often up to 107 µM), for the others: at the top dose activity, negative = inhibition, actives largely listed as inhibitors. 400,000 compounds, 0.53% hits; note: potency is the fitted concentration of half-maximal effect; % is set by controls: 0 for no effect and ±100 for the full control effect
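Fluorescent qHTS in 1536-well format: enzyme (10 nM) and compound sat 15 min at room temperature before 50 nM substrate (final) was added. Signal taken at 0 and 10 min; no-enzyme buffer wells were negative controls.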
Active calls of the source: *; i = inactive; ? = inconclusive; / = no result given; & = joins results of further samples; [ ] = dose if it differs, or a comment. Unless noted, calls come from the whole dose curve; as a rule, active = well fitted curve in the direction sought with a large enough effect; inconclusive = small, poorly fitted or top-dose-only effect, or another doubt; inactive = no such curve, though single readings can be large; an effect the other way counts as inactive or inconclusive. Not all compounds are listed. The share of hits here may be higher or lower than overall.

SMILES	POLB inh	POLH inh	RXFP1 antagonist	Pol iota inh	Tb PGK inh	Anesthetic bind	APE1 inh	BLM helicase inh	Pol kappa inh
CC1=NN(c2ccc(Cl)cc2)C(=O)C1C(c1ccccc1O)c1c(C)[nH]n(-c2ccc(Cl)cc2)c1=O (stereo not drawn)	5%	-21%	?	?	i	-4%	0%	-8%	-6%
O=C(O)c1ccc2c(c1)c1c3n2CCNC3CCC1 (stereo not drawn)	1%	-11%	-4	170%[activator]	-4%	-10%	6%	-1%	-11%
COc1ccc(OC)c(-c2cc(C(=O)N/N=C/c3cc(OC)c(OC)cc3OC)c3ccccc3n2)c1	/	-4%	-27	-6%	3%	/	/	/	-23%
Cc1ccc(NC(=S)N(Cc2ccco2)C(C)c2cccs2)c(Cl)c1 (stereo not drawn)	0%	-27%	-14	12%	0%	66%[activator]	-3%	3%	-6%
NC(=O)C1CCCN(CCc2ccccc2)C1 (stereo not drawn)	12%	-7%	9	29%	/	-12%	1%	1%	-5%
CCOC(=O)N1CCC(NC(=O)c2ccccc2C(=O)O)CC1	0%	-7%	10	25%	-9%	-1%	8%	-1%	5%
CN1CCN(C(=O)C2CCCN(c3ncnc4c3nc3n4CCCCC3)C2)CC1 (stereo not drawn)	48%	-18%	-1	27%	-4%	-8%	28%	1%	3%
CS(=O)(=O)Nc1cccc(-c2nc(NCc3cccs3)c3ccccc3n2)c1	/	/	/	/	/	2%	-6%	-3%	-7%[60.1 µM]
CCc1cc(S(N)(=O)=O)cc(CC)c1NC(C)=O	18%	-4%	3	25%	1%	-5%	-4%	-7%	-11%
CCC1CCC/C1=N\NC(=O)CCC(=O)Nc1ccccc1Cl (stereo not drawn)	6%	-6%	-10	16%	-7%	?	15%	1%	-1%
COc1cccc(OC)c1C(=O)Nc1nc2c(s1)CCc1ccccc1-2	-1%	-12%	1	0%	i	-9%	/	-3%	-2%
Cc1ccc(C(=O)Nc2ccc(Oc3ccc(C(=O)O)c(C(=O)O)c3)cc2)cc1C	-19%	?	-9	?	-7%	-1%	-4%	4%	-15%
COc1cccc(CN2CCC(CO)(CC3CCCCO3)CC2)c1 (stereo not drawn)	16%	3%	1	39%[activator]	-7%	-4%	2%	0%	-5%
C/C(=N/NC(=O)CC1N=C(Cc2ccccc2)NNC1=O)c1cccnc1 (stereo not drawn)	3%	-2%	-12	175%[activator]	-10%	-7%	-7%	3%	0%
CC(C)(C)S(=O)N1Cc2cc(=O)n(Cc3ccccc3)c(CCO)c2[C@H]1CCO (stereo partly drawn)	/	-3%	/	-1%	i	/	/	/	10%
O=C(Nc1ccccc1C(=O)NCc1cccnc1)c1cccc([N+](=O)[O-])c1	11%	0%	20	48%[activator]	-2%	-13%	-1%	-2%	-5%
Nc1ccc(-c2nnn(Cc3ccccc3F)n2)cc1	-1%	0%	-3	94%[activator]	i	-21%	29%	-3%	-11%
C=CCSc1nnc(NC(=O)c2ccc(NC(C)=O)cc2)s1	25%	-14%	-2	?	-3%	3%	0%	-1%	6%
O=C(C1CCN(c2ncnc3c2nc2n3CCCCC2)CC1)N1CCN(c2ccccc2)CC1	9%	-20%	3	30%	-7%	1%	/	2%	-3%
COc1ccc(OC)c(-n2c(-c3cnccn3)n[nH]c2=S)c1	-5%	-4%	-7	6%	-5%	-4%	3%	-2%	0%
O=C(Nc1ccc(S(=O)(=O)N2CCOCC2)cc1)c1ccc2c(c1)S(=O)(=O)c1ccccc1C2=O	3%	-3%	1	73%[activator]	i	-9%	2%	-10%	-4%
Cc1ccc(S(=O)(=O)NCc2cccnc2)cc1C(=O)N1CCCC1	85%	-12%	-3	6%	2%	-7%	18%	-2%	1%
CC(NC(=O)C1CCCN(S(=O)(=O)c2cccc3nonc23)C1)c1ccccc1 (stereo not drawn)	1%	8%	9	-10%	/	-14%	0%	-2%	-7%
O=C(Cn1ncc2c3ccccc3n(Cc3ccccc3)c2c1=O)N1CCN(c2ccccn2)CC1	0%	-2%	-14	0%	6%	-12%	38%[activator]	0%	-13%
CNCCCOc1ccc(Cl)cc1C(C)(C)C	-3%	-8%	-85*	43%[activator]	8%	-13%	5%	1%	7%
COc1cc(C(=O)O)ccc1OCC(=O)N1CCOCC1	35%	-8%	10	-5%	-2%	-8%	1%	0%	-13%
Cc1oc2ncnc(N3CCCCC3)c2c1C(=O)N1CCN(c2ccc(Cl)cc2)CC1	22%	1%	/	-22%	-12%	-10%	/	2%	-1%
CCN(CC1CCCN(CCc2cccc(F)c2)C1)C(=O)c1cc(C)oc1C (stereo not drawn)	-22%	-22%	1	-20%	-2%	-22%	43%	-1%	4%
Cc1ccccc1-c1nc2sc(C)c(C)c2c(=O)o1	2%	-10%	-2	?	-4%	-7%	35%	-6%	7%
COc1ccc(NC(=O)N(C)C[C@H]2Oc3ccc(NC(=O)CCN4CCOCC4)cc3C(=O)N([C@@H](C)CO)C[C@H]2C)cc1	/	-18%	/	27%	4%	/	8%	/	-16%
COC(=O)c1cc(S(=O)(=O)N2CCN(c3cccc(Cl)c3)CC2)c[nH]1	16%	-5%	-5	23%	i	-11%	32%	-1%	14%
COc1ccc(S(=O)(=O)Nc2ccc3oc(C)c(C(=O)O)c3c2)cc1	32%	2%	/	-21%	6%	0%	-2%	-1%	-11%
Cc1cc(C(=O)N2CCN(c3cc(Cl)ccc3C)CC2)c2c(C)nn(-c3ccccc3)c2n1	-1%	-26%	-6	3%	-1%	8%	/	-4%	3%
COc1ccccc1C(=O)Nc1cc(Cl)ccc1-n1cncn1	-1%	-17%	12	30%	-3%	0%	5%	-3%	-4%
O=C(/C=C/c1ccccc1)NCCS(=O)(=O)N1CCN(c2ccccc2F)CC1	/	-10%	-7	3%	-7%	/	-3%	/	-15%
CCc1ccc(S(=O)(=O)NCc2cccnc2)cc1	8%	0%	-2	20%	i	1%	2%	0%	-6%
CCOC(=O)c1nonc1NC(C)=O	2%	-10%	-2	27%	-4%	-8%	0%	0%	-3%
CC(C)c1ccc(NC(=O)[C@H]2O[C@@H]3OC(C)(C)O[C@@H]3[C@H]3OC(C)(C)O[C@H]32)cc1	43%	-13%	-6	11%	-2%	-2%	/	-1%	4%
Cc1cc(C)n2nc(SCC(N)=O)nc2n1	1%	-5%	-10	46%[activator]	i	2%	-2%	0%	-15%
Clc1ccc(CCNc2ncnc3c2nnn3Cc2ccccc2)cc1	86%	1%	-3	120%[activator]	-9%	-9%	4%	-3%	-5%
O=C(c1ccc([N+](=O)[O-])s1)N1CCN(c2ccc(C(F)(F)F)cn2)CC1	6%	-25%	-8	33%[activator]	8%	-11%	28%[12.4 µM]	-2%	-8%
O=C(NCC(c1ccco1)S(=O)(=O)c1cccs1)c1ccccc1 (stereo not drawn)	16%	-9%	-5	10%	8%	-4%	/	0%	-7%[60.1 µM]
Cc1[nH]n(-c2nc(-c3ccc(Cl)cc3)cs2)c(=O)c1N=Nc1ccc(O)cc1	0%	0%	-9	121%[activator]	1%	-14%	4%	-7%	-7%
O=C(OCCN1CCN(c2ncc(C(F)(F)F)cc2Cl)CC1)c1ccc(Cl)cc1	0%	-9%	-1	15%	-9%	-5%	-1%	-6%	-1%
CN1C[C@@H]2C(c3ccc(Cl)nc3)C3(c4ccc(C#N)cc4)CC2(C3)[C@H]1c1ccccc1 (stereo partly drawn)	12%	-17%	/	22%	-8%	-19%&2%	-5%&0%	-2%&-4%	5%
CCC(CO)Oc1cc(NC(=O)c2ccccc2F)c2ncn(C(C)C)c2c1 (stereo not drawn)	/	?	/	?	8%	/	-12%	/	-16%
CCc1cccc(OCC(=O)Nc2ccc(S(=O)(=O)Nc3ccccn3)cc2)c1	-24%	-12%	-10	-8%	-9%	-11%	0%	-1%	12%
O=C(CCc1ccccc1)Nc1ccncc1	-9%	-2%	16	4%	-9%	-8%	3%	-3%	-12%
COc1ccccc1Cn1c(=S)[nH]c2cc(C(=O)NCCN(C)C)ccc2c1=O	0%	-7%	4	?	7%	6%	19%	-3%	-22%
CN(CC(=O)Nc1ccccc1Cl)C(=O)CN1C(=O)C2CC=CCC2C1=O (stereo not drawn)	/	-3%	4	11%	7%	/	23%	/	-5%
CCOc1ccccc1-c1nn2c(Cc3ccccc3)nnc2s1	?	-8%	-20	-25%	4%	?	5%	0%	3%
COc1cc2c(cc1OC)C(C(=O)Nc1ccccn1)C(c1cccnc1)N(C)C2=O (stereo not drawn)	38%	-8%	-6	-2%	-1%	-6%	-3%	0%	2%
CCOC(=O)C(=O)Nc1ccc(Oc2ccccc2)cc1	10%	-12%	-4	1%	-1%	?	4%	-4%	10%
O=C(Nc1cc(Cl)ccc1N1CCOCC1)c1ccco1	0%	-22%	4	19%	-4%	-7%	8%	-1%	-6%
O=C(Nc1ccc(Br)cc1Cl)NC1CC1	8%	-20%	3	22%	-3%	-9%	-3%	-3%	-15%
COc1cccc(C(N)=O)c1	/	-1%	/	10%	0%	/	/	/	-4%
O=C(CSc1ccc2nc(-c3ccccc3)cn2n1)Nc1cccc(F)c1	-1%	-15%	-3	-2%	i	74%[activator]	/	-6%	-8%[60.1 µM]

In the list so far, three contain an aryl thioether with sulfur outside any ring:
SMILES	POLB inh	POLH inh	RXFP1 antagonist	Pol iota inh	Tb PGK inh	Anesthetic bind	APE1 inh	BLM helicase inh	Pol kappa inh
C=CCSc1nnc(NC(=O)c2ccc(NC(C)=O)cc2)s1	25%	-14%	-2	?	-3%	3%	0%	-1%	6%
Cc1cc(C)n2nc(SCC(N)=O)nc2n1	1%	-5%	-10	46%[activator]	i	2%	-2%	0%	-15%
O=C(CSc1ccc2nc(-c3ccccc3)cn2n1)Nc1cccc(F)c1	-1%	-15%	-3	-2%	i	74%[activator]	/	-6%	-8%[60.1 µM]
